# ABHD5-PLIN5 inh = ABHD5-PLIN5 protein interaction inhibition. Q00G26+Q8WTS1. Split G. princeps luciferase complementation, luminescence, 4 h. inhibition, % at 4 µM. 360,000 compounds, 0.78% hits;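 active = inhibition above the mean inhibition across every tested compound plus 3 SD, cut at about 22% in these data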;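 also: 0% = DMSO only wells and the 100% control is not disclosed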
# Glyco luc inh = N-linked glycosylation inhibition; D54 ERlucT glycosylation luciferase reporter, 24 h; percent of 100 nM tunicamycin response; reporter increase, % at 12.5 µM; 360,000 compounds, 0.23% hits;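 active = mean luciferase reporter signal, scaled so untreated is 0 and the glycosylation-blocking control 100, at or above a set limit in every replicate; inconclusive = mean reaches the limit but not every replicate does; inactive = mean below the limit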;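 also: luciferase carries N-glycosylation sites so blocking glycosylation raises the light; 0% = median of neutral control wells and 100% = median of 100 nM tunicamycin wells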
# ABCB6 inh 2 = inhibitors of human ABC transporter ABCB6 | Q9NP58 | K562-ABCB6 porphyrin accumulation, flow cytometry, 1 h; stronger effect = lower value | fluorescence ratio to DMSO, % at 10 µM | 360,000 compounds, 0.19% hits | AID 602162;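 active = fluorescence ratio to DMSO below 75%, the collection mean minus 3 SD; inconclusive = too few cells collected in the well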;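 also: signal is porphyrin accumulated inside mitochondria; 100% equals median channel fluorescence of DMSO control wells; lower ratio means ABCB6 inhibition with less porphyrin fluorescence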
# Vif imaging = HIV Vif inhibition | HEK293T cells, Vif self-association by quenched fluorescence, imaging, 24 h | inhibition, % at 7.49 µM | 340,000 compounds, 0.35% hits | AID 602346; in the data active = inhibition above about 50%, passing the limit was not always enough; inconclusive = no clear call, values can overlap the other calls; inactive = below about 31%; also: some results filed as inactive read as strong as hits
# NOD2 RIPK2 PPI = NOD2-RIPK2 protein interaction inhibition; O43353; CHO BLA complementation NOD2-RIPK2, CCF4 ratio; inhibition, % at 4.98 µM; 360,000 compounds, 0.38% hits; in the data active = inhibition above about 21%;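 also: 0% = vehicle only and 100% = reference blocker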
# Target sequence (O43353 whole entry, looked up): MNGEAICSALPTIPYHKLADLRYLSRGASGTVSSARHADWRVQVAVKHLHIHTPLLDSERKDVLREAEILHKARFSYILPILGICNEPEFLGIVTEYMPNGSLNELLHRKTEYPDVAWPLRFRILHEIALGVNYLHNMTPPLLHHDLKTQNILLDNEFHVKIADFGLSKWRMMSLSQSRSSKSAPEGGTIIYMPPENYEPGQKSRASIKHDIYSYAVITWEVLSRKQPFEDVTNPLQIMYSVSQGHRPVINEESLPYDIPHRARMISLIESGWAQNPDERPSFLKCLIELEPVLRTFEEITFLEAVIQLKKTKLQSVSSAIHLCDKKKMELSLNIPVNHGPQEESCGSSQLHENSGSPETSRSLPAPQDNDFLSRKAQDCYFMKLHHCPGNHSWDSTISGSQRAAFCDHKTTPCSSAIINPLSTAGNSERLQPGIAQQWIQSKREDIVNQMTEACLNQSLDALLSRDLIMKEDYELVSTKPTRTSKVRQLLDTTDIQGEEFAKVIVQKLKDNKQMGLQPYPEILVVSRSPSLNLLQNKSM
# MC4R barr agon = human MC4R agonism via beta-arrestin. activation, % at 8.9 µM. 360,000 compounds, 0.98% hits. AID 540308. U2OS MC4R beta-arrestin complementation, luminescence; percent of melanotan II response, DMSO zero. P32245;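 active = activation above a per-plate cutoff, the mean activation of sample wells on that plate plus 3 SD, cut at about 8% in these data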
# Target sequence (P32245 whole entry, looked up): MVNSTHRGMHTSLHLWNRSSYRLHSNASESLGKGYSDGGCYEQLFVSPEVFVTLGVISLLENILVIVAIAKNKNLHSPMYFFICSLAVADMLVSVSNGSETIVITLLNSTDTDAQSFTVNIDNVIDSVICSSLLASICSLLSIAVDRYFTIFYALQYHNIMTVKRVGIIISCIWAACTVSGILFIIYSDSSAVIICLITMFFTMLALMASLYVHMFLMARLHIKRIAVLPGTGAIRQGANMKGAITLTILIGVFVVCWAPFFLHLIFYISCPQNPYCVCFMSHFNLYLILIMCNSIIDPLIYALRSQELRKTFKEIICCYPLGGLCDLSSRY
# aDG glyco up = increases alpha dystroglycan glycosylation; 360,000 compounds, 0.22% hits; activation, % at 10 µM; Pro5-aDG cells, alpha-DG glycosylation AlphaScreen (IIH6); 0% Pro5, 100% B10-LARGE cell signal; AID 624168;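 active = activation of at least 8% versus controls, or a plate z-score of at least 8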;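 also: Pro5 are CHO cells carrying HIG-tagged alpha-DG that lacks glycosylation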
# TLR9-MyD88 inh = TLR9-MyD88 interaction inhibition; inhibition, % at 4.98 µM; AID 504734; 340,000 compounds, 0.21% hits; CHO BLA complementation TLR9-MyD88, CCF4 FRET ratio;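 active = inhibition above the mean over all tested compounds plus 3 SD, cut at about 21% in these data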;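 also: 0% = DMSO only wells and 100% = clavulanate BLA inhibitor control wells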
# Exocytosis inh = blocks lytic granule exocytosis; TALL-104 LAMP-1 surface exposure, flow cytometry; cells stimulated with thapsigargin and PMA; inhibition, % at 10 µM; 360,000 compounds, 0.66% hits;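 active = inhibition above about 55%, limit read from the data; inconclusive = no clear call, values can overlap the other calls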
# MC4R antag cAMP = antagonists of human melanocortin 4 receptor (MC4R); P32245; MC4R-expressing cells, MTII-stimulated cAMP, LANCE TR-FRET; inhibition, % at 6.5 µM; 360,000 compounds, 0.48% hits;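 active = inhibition above its plate's cutoff, the mean of tested wells on that plate plus 3 SD, cut at about 29% in these data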;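 also: 0% = Melanotan II alone and 100% = Melanotan II plus saturating MCL0020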
#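 Material: human MC4R-expressing U2OS cells. Probe or stimulus: Melanotan II challenge. Dosing: 6.5 µM single dose. Times: 30-min compound, 1-h challenge, 1-h detection, room temperature. Technique: TR-FRET with Eu-cAMP and labeled anti-cAMP, 671 nm. Replication: singlicate.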
# Numbers without * were called inactive; ? = inconclusive; . = not tested or not shown. Not all compounds are listed; the hit share may differ from the screen's.
ABHD5-PLIN5 inh	canonical_smiles	Glyco luc inh	ABCB6 inh 2	Vif imaging	NOD2 RIPK2 PPI	MC4R barr agon	aDG glyco up	TLR9-MyD88 inh	Exocytosis inh	MC4R antag cAMP
3	CCCCc1cc(=O)oc2cc(OCC(=O)N3CCOCC3)ccc12	-1	90	1	-11	-0.6	-0.2	0	-9	-2
-5	Cc1ccc(NC(=O)CSc2nnc(C)c(=O)n2N)cc1Cl	1	99	-14	3	-3.2	1.3	-6	5	-2
-3	CCC(C)(C(=O)NC1CCCC1)N(C(=O)CNC(C)=O)c1ccccc1 (stereo not given)	1	103	20	-1	-2.8	0.0	3	-4	15
4	OCC1(CCc2ccccc2)CCN(Cc2cccn2-c2cccnc2)CC1	1	104	0	-5	-1.2	-0.2	-4	-3	4
-2	CCN(CC)C(=O)C(C)OC(=O)COc1ccc(Cl)cc1C (stereo not given)	0	95	-4	-13	1.9	0.0	-10	1	-5
1	Cc1ccccc1NC(=O)COC(=O)C1CC2CCCC(C1)C2=O (stereo not given)	1	97	1	-3	-0.7	0.2	-2	-1	-6
-10	FC(F)Oc1ccc(NC(=S)NC23CC4CC(CC(C4)C2)C3)cc1	-7	96	-3	-6	1.5	2.0*	-3	18	-5
-14	Cc1ccc(Nc2nc(-c3sc(NC(=O)c4ccco4)nc3C)cs2)cc1	-9	98	-9	4	-0.1	0.0	-6	-3	14
4	COc1ccc(CN2CCC2(C)C(=O)Nc2cccc(NS(C)(=O)=O)c2)c2ccccc12 (stereo not given)	-1	94	-8	3	0.2	0.3	.	12	0
3	COc1ccc2c(c1)sc(N)[n+]2Cc1cc(C)cc2cccnc12	15	94	-5	14	-2.1	0.4	1	12	-18
0	Cc1ccc(NC(=O)c2cc(S(=O)(=O)NCCc3ccccc3)ccc2F)cc1Cl	-7	106	-3	-4	-2.8	0.9	-13	2	17
-8	COC(=O)c1cc2sccc2n1Cc1nc(-c2cccc(Cl)c2)oc1C	-2	93	-10	1	-1.5	-0.1	-14	-1	-6
-9	COc1cc(S(=O)(=O)N2CCC(N3CCCCC3)CC2)ccc1-n1cnnn1	-4	104	19	2	-2.1	0.0	7	0	3
-1	COCCNC(=S)NC1CC2CCCC(C1)N2Cc1ccco1 (stereo not given)	-1	99	-3	3	0.5	-0.1	3	1	4
-5	CCS(=O)(=O)N1CCN(c2ccc([N+](=O)[O-])c(NCC3CCCO3)c2)CC1 (stereo not given)	-2	93	.	4	-1.5	-0.5	10	0	5
1	Cc1nn(CC(=O)NCc2ccccc2)c(=O)c2ccccc12	2	98	3	-6	-1.3	-0.1	3	-1	5
-4	COc1ccc(C(=O)N/N=C(\C)Cn2cnc([N+](=O)[O-])n2)cc1	3	105	-14	6	-1.6	-0.1	-10	10	-1
-5	N#Cc1c(NC(=O)CSc2nc3ccccc3c(=O)n2Cc2ccco2)sc2c1CCCC2	0	92	33	2	-0.9	0.0	-3	-1	3
-1	CCOP(=O)(OCC)c1nc(-c2cccc3ccccc23)oc1NCc1ccccc1	-2	98	4	-5	0.8	0.2	-3	26	14
1	COc1ccc(OC(=O)N2CCOCC2)cc1	2	99	7	-1	-0.8	0.1	8	-15	12
0	COc1ccc(NC(=O)COC(=O)CNC(=O)COc2ccccc2)cc1OC	2	92	-5	-13	1.9	-0.3	-6	-1	8
-1	CCOc1ccc(N2C(=O)CC(N(Cc3ccco3)C(=O)CCC(=O)O)C2=O)cc1 (stereo not given)	1	96	0	-3	-1.9	0.2	-3	-2	-2
5	Cc1[nH]c(=O)[nH]c(=O)c1S(=O)(=O)N1CCN(c2cccc(Cl)c2)CC1	0	95	-6	3	-1.2	0.0	3	-2	5
10	COC(=O)c1ccc(C(=O)OC)c(NC(=O)C2CC2)c1	-4	98	3	4	1.2	0.3	10	-21	4
-4	CCn1nc(C)cc1C(=O)N1CCCC(C(=O)c2ccc(Oc3ccccc3)cc2)C1 (stereo not given)	.	98	.	0	2.7	0.3	-3	6	14
4	S=C(c1ccc(-c2ccc(Cl)cc2Cl)o1)N1CCCC1	-2	99	8	-10	0.5	-0.1	.	15	-1
-6	COc1ccc(Cl)cc1S(=O)(=O)NCc1ccncc1	1	105	6	-4	-2.0	0.2	-12	-8	1
3	CCOC(=O)c1cc(NC(=O)Nc2ccccn2)c(C)nc1C	-2	104	-1	-12	0.8	-0.1	-2	14	0
6	Cc1cccc(-c2sc(Nc3ccccc3)n[n+]2-c2ccc(F)cc2)c1	2	97	3	2	0.4	0.0	-2	-3	-7
0	Cc1nc2ccccc2c(=O)n1Cc1ccc([N+](=O)[O-])cc1	0	96	1	1	-1.9	0.0	-9	-1	8
-5	COc1ccc(Cc2nc3ccc(C(=O)NCCc4ccncc4)cc3o2)cc1OC	-2	98	-9	-9	-2.8	-0.1	-3	21	1
-5	O=C(COc1ccc(C(=O)NCCN2CCOCC2)cc1)Nc1cccc(C(F)(F)F)c1	1	99	21	0	2.1	0.0	3	1	-4
2	COc1cccc2c(N/N=C/c3ccco3)cc(C)nc12	0	102	0	-4	1.0	0.0	-1	0	8
-3	CC(C#N)Sc1nc2ccccc2c(=O)n1-c1ccccc1 (stereo not given)	1	103	?	-11	-0.8	-0.1	7	-6	2
-10	COc1ccc(/C=N/NC(=O)c2sccc2C)c2ccccc12	-2	90	-4	2	19*	-0.3	-5	-19	-3
-7	COc1ccccc1-c1nnc(SCC(=O)Nc2ccc(Cl)cc2Cl)o1	0	104	-4	-9	-2.5	0.1	-7	-7	7
1	C=C1CCN([C@@H](Cc2ccccc2)C(=O)NCCCc2ccccc2)S(=O)(=O)c2ccccc21	-7	96	-5	-1	-1.0	-0.1	-9	5	12
-6	CC(C)OCCCNC(=O)c1ccc(N(C)S(C)(=O)=O)cc1	1	101	4	6	-1.2	0.1	13	-2	4
-6	CCCCNC(=O)c1onc(CSc2cccc(OCC)c2)c1C(=O)O	3	95	-1	2	-1.1	-0.2	-4	6	-2
-1	Cn1c(NNC(=O)c2ccc(C(C)(C)C)cc2)cc(=O)n(C)c1=O	4	93	-7	1	-2.4	-0.4	4	1	-4
2	CCOC(=O)N1CCN(C(c2ccccc2)c2sc3nc(C)nn3c2O)CC1 (stereo not given)	1	91	.	6	-1.6	0.0	4	4	14
-3	CC1CC(C)CN(C(=O)C(NS(=O)(=O)c2ccc(Br)s2)c2ccccc2)C1 (stereo not given)	-4	99	4	8	-0.3	0.1	-6	-1	6
1	Nc1cccc(C(=O)N/N=C/c2ccsc2)c1	0	107	-2	-14	-2.7	0.0	11	-2	-4
2	O=C(N1CCOCC1)N1CCN(c2ccccn2)CC1	1	91	1	3	-0.3	0.1	6	-1	-2
-4	COc1cc(C(=O)N(Cc2ccccc2)c2cccc(C)c2)ccc1OC(F)F	-6	100	-3	-1	-1.6	0.1	-1	16	3
3	CC1=NN(c2ccccc2)C(=O)C1(C)C	1	90	-4	-8	-1.2	-0.1	-9	-6	-1
7	CSc1cccc(NC(=O)C2CCN(S(=O)(=O)c3cnc[nH]3)CC2)c1	1	96	4	-4	1.6	-0.2	9	-1	0
2	CCNC(=O)C1CCCN(Cc2cc(C(F)(F)F)ccc2Cl)CC1 (stereo not given)	1	113	-1	-6	-0.9	0.2	.	7	1
3	Cn1c(SCC(=O)N2CCCc3ccccc32)nnc1-c1ccccc1	2	97	8	1	-0.7	3.7*	-1	2	11
-3	CCOC(=O)CSc1nc2c(sc(=S)n2-c2ccccc2)c(=O)n1-c1ccc(OC)cc1OC	-5	96	-13	-4	-0.7	-0.1	-12	-29	7
-2	O=C(c1ccc(-n2cncn2)c([N+](=O)[O-])c1)N1CCN(S(=O)(=O)c2cccc(F)c2)CC1	1	100	16	-15	-1.4	0.1	2	3	24
-2	CCCC1C(c2ccc(OC)cc2)C(C#N)(C#N)C2(C#N)CC1(N)NC2=O (stereo not given)	2	102	-5	-3	0.6	2.7	-7	-2	10
-2	CC(C)c1ccc(NC(=S)N2CCCC2)cc1	-1	99	-4	-13	1.6	0.0	-6	-5	4
2	COc1ccccc1/C=N/NC(=S)NCc1ccco1	1	97	-5	4	-0.3	-0.1	3	-22	2
-3	Nc1ccc(C#Cc2ccc3sc4ccccc4c(=O)c3c2)cc1	1	99	-1	5	4.4	-0.5	-8	-1	25
-6	O=C(/C=C/c1ccc(Cl)cc1)N(Cc1cccs1)C1CCS(=O)(=O)C1 (stereo not given)	0	99	-1	1	0.9	0.3	0	7	16
1	C=CC#CC1(O)CC(C)[N+](C)(C)CC1C (stereo not given)	3	104	0	-1	-1.3	0.4	1	-2	5
2	C/C(=N\NC(=O)c1nnn(-c2nonc2N)c1-c1ccc2c(c1)OCO2)c1ccc(C)cc1	2	98	-3	-5	-2.1	0.1	-8	-2	9
0	O=C1NC(CCc2ccccc2)C(=O)N1CCOc1cccc(Br)c1 (stereo not given)	-1	104	2	0	6.1	-0.2	1	1	10
11	c1ccc(-c2cncnc2)cc1	0	105	6	4	-1.2	-0.1	1	0	-2

# Later entries
ABHD5-PLIN5 inh	canonical_smiles	Glyco luc inh	ABCB6 inh 2	Vif imaging	NOD2 RIPK2 PPI	MC4R barr agon	aDG glyco up	TLR9-MyD88 inh	Exocytosis inh	MC4R antag cAMP
-7	CCC(c1nnnn1-c1ccc2c(c1)OCCO2)N1CCN(c2cc(C)ccc2C)CC1 (stereo not given)	.	97	.	-11	.	-0.2	.	0	.
-1	O=C(NC1CCCC1)c1ccc2c(c1)N(Cc1ccccc1)CCS2	-3	93	-6	-7	5.6	0.0	9	70*	2
1	CC1=CC(C)(C)[N+](C)(C)c2ccccc21	6	103	4	-17	-3.0	-0.2	-4	11	-1
-7	CCCN(c1ccc(C(C)C)cc1)S(=O)(=O)c1c(C)noc1C	-3	131	-3	7	4.9	-0.1	5	-2	4
2	Cc1ccc(S(=O)(=O)NNC(=O)c2ccccc2-n2cccc2)cc1	-1	101	-3	-13	-0.8	0.0	-9	-3	2
-20	COc1ccc(-c2nc3cc(C)c(Br)c(C)n3c2Cc2ccc(C)cc2)cc1OC	-2	101	.	-2	.	0.0	.	4	.
3	CCOC(=O)CC1C(=O)NCCN1S(=O)(=O)c1ccc(NC(C)=O)cc1 (stereo not given)	2	97	4	-6	0.0	0.2	-1	0	1
5	COc1ccc(NC(=O)C(CCSC)NC(N)=O)cc1NS(=O)(=O)c1ccc(F)cc1 (stereo not given)	3	99	-1	-16	-1.3	0.2	-10	-4	16
7	CCn1ncc(Cl)c1C(=O)NC(C)c1ccccc1 (stereo not given)	1	101	11	-16	-0.7	0.1	-8	-3	12
2	O=C1CN(C(=O)COC(=O)c2ccccc2O)c2ccccc2N1	4	97	-3	-18	0.3	0.1	2	3	6

# 2 entries picked at random from those above:
ABHD5-PLIN5 inh	canonical_smiles	Glyco luc inh	ABCB6 inh 2	Vif imaging	NOD2 RIPK2 PPI	MC4R barr agon	aDG glyco up	TLR9-MyD88 inh	Exocytosis inh	MC4R antag cAMP
1	CC1=CC(C)(C)[N+](C)(C)c2ccccc21	6	103	4	-17	-3.0	-0.2	-4	11	-1
3	CCOC(=O)CC1C(=O)NCCN1S(=O)(=O)c1ccc(NC(C)=O)cc1 (stereo not given)	2	97	4	-6	0.0	0.2	-1	0	1

# Compound activity from PubChem.
